Screening results: PubChem BioAssay, Broad Institute
MITF TRPM1 HTS – activators of MITF-driven TRPM1 promoter activity in SK-MEL-5 cells | SK-MEL-5 TRPM1-promoter luciferase, 24 h; % of positive control, neutral wells = 0 | activation, % at 12.5 µM | 300,000 compounds, 0.75% hits | AID 588334;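 active means mean activation of at least 80% with every replicate also reaching 80%; inconclusive means mean reaches 80% but some replicate falls short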;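 further: 0% = neutral control wells and 100% = parthenolide positive control wells; values of inactives mirror those of a sister screen read the other way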
SR-BI uptake up – enhances SR-BI lipid uptake from DiI-HDL. 320,000 compounds, 0.096% hits. CHO ldlA[mSR-BI] cells, DiI-HDL uptake fluorescence, 3 h; 100 = double the neutral-control signal. activation, % at 12.5 µM;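 active means mean replicate activation of at least 60% and every replicate at or above 60%; inconclusive means mean or all-replicate condition met, but not both; inactive means mean below 60% and not all replicates reaching 60%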;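 further: 0% = median plate neutral-control signal and 100% = twice that signal; values of inactives mirror those of a sister screen read the other way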
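System: CHO ldlA[mSR-BI] cells / Medium: HEPES-buffered (25 mM, pH 7.4) F12 plus 0.5% BSA / Probe or stimulus: labelled HDL, 10 µg/mL / Doses: single compound concentration, delivered by pin transfer / Schedule: 3 h, 37 °C / Measured by: DiI fluorescence, bottom read / Measure: cell-associated DiI fluorescence as measure of HDL uptake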
PfHsp90 yeast 2 – inhibits growth of yeast expressing Plasmodium falciparum Hsp90; S. cerevisiae expressing PfHsp90, BacTiter-Glo ATP, 48 h; yeast lacking PDR1 and PDR3 efflux regulators; inhibition, % at 9.4 µM; 310,000 compounds, 0.32% hits;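 active means every replicate shows inhibition above about 80%, whatever the replicate mean, limit read from the data; inconclusive means mean inhibition reaches the set limit but some replicate falls short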;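 further: 0% = DMSO neutral controls and 100% = 20 µM radicicol positive controls; yeast relying on Plasmodium falciparum Hsp90 in place of its own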
SR-BI HDL uptake – mouse SR-BI HDL lipid transfer inhibition | Q61009 | ldlA[mSR-BI] CHO cells, DiI-HDL uptake fluorescence, 3 h | inhibition, % at 12.5 µM | 320,000 compounds, 0.96% hits | AID 488896;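 active means mean replicate inhibition of at least 70% and a set share of replicates each scoring 70 or more; inconclusive means meets just one of the two criteria; inactive means fails both criteria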;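 further: 0% = median of neutral control wells and 100% = median of positive control wells; values of inactives mirror those of a sister screen read the other way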
CAL PDZ FP-1 – CAL PDZ (human) peptide binding inhibition; 300,000 compounds, 0.92% hits; inhibition, % at 24.9 µM; Q9HD26; AID 602252; purified CAL PDZ, TMR-peptide fluorescence polarization, 1 h;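 active means mean inhibition of at least 30% with at least half of replicates also reaching 30%; inconclusive means no clear call, values can overlap the other calls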;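 further: 0% = DMSO neutral control and 100% = excess unlabeled competitor peptide PRC23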
Rtt109 HAT inh – C. albicans Rtt109 histone acetyltransferase inhibition; Q5AAJ8; purified Rtt109/Vps75, ThioGlo CoA-SH fluorescence, 4 h; inhibition, % at 34.9 µM; 330,000 compounds, 0.16% hits;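 active means inhibition of at least 50% in every replicate; inconclusive means best replicate reaches 50% inhibition but some replicates fall short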
CAL PDZ FP-2 – human CAL PDZ-peptide interaction inhibition. Q9HD26. purified CAL PDZ, TMR-peptide fluorescence polarization, 1 h. inhibition, % at 20 µM. 330,000 compounds, 0.02% hits. AID 504414;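 active means highest replicate inhibition of at least 40%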;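 further: plate controls were DMSO neutral control wells for no effect and unlabeled competitor peptide control wells for full effect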
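Assay system – tagged CAL PDZ protein CerCALP, purified · Timing – 1 h at RT · Compound – single point, 20 µM · Measured by – fluorescence polarization from S- and P-plane intensities, G-factor corrected · Evaluation – inhibition from polarization loss · Probe or stimulus – TMR reporter peptide T*-PRC34 · Buffer or medium – pH 7.4 phosphate-saline buffer, reducing agent, detergent, IgG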
PvdQ inh – blocks Pseudomonas aeruginosa PvdQ acylase activity; inhibition, % at 10 µM; purified PvdQ acylase, fluorescence plate reader; 340,000 compounds, 0.063% hits; in the data active means inhibition above about 30%, passing the limit was not always enough; inconclusive means no clear call, values can overlap the other calls;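 further: 0% = vehicle neutral wells and 100% = reference inhibitor wells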
NSD2 inh – blocks human histone methyltransferase NSD2; O96028; NSD2 peptide methylation, AlphaScreen, 120 min; inhibition, % at 12.5 µM; 310,000 compounds, 0.54% hits; AID 743445; in the data active means inhibition above about 50%
Target sequence (O96028 whole entry, looked up): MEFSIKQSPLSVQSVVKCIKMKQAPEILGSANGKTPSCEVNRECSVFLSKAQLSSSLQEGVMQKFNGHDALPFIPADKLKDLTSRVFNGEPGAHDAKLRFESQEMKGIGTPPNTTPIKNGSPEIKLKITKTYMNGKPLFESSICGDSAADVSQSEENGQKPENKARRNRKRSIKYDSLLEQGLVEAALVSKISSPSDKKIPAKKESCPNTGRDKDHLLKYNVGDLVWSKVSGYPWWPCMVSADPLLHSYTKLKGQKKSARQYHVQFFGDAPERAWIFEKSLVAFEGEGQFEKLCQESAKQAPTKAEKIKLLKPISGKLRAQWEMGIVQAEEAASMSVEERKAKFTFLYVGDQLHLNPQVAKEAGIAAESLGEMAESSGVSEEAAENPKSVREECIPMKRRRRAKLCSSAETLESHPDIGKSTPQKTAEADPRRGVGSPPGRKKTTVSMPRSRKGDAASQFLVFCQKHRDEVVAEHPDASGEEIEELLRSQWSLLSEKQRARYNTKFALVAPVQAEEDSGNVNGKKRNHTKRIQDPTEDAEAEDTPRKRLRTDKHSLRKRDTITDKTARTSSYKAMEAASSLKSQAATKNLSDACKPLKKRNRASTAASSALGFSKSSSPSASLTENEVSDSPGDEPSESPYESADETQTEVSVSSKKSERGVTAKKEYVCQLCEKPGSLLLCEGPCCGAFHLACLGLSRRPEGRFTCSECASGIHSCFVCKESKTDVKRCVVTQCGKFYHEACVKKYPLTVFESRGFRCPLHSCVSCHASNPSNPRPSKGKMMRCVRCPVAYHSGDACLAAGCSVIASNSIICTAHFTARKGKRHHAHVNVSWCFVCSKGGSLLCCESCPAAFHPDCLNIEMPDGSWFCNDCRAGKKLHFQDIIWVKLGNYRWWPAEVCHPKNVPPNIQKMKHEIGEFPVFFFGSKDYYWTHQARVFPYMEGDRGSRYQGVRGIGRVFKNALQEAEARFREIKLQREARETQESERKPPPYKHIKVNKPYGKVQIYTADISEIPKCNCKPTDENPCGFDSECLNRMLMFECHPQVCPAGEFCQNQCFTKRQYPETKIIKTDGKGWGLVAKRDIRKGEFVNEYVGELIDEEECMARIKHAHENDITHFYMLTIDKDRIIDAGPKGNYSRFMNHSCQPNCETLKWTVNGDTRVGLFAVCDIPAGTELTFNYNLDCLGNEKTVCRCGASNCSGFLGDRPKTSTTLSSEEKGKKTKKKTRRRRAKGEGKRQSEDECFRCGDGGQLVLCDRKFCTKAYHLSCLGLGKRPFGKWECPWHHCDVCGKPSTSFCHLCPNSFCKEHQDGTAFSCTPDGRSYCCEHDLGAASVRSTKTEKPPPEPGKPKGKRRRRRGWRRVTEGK
dFosB act – mouse delta FosB homodimer activation; P13346; purified delta FosB, TAMRA-CDK5 oligo fluorescence polarization; percent of positive-control signal above neutral wells; activation, % at 25 µM; 340,000 compounds, 0.99% hits;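 active means mean activation above about 17%, with every replicate also reaching it, limit read from the data, passing the limit was not always enough; inconclusive means only one of the two conditions met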;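 further: fluorescence polarization rise as delta FosB binds a TAMRA Cdk5 AP-1 oligo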
Starred values were filed as active, the others as inactive; ? = inconclusive; nt = not tested or not shown.

Values run as follows: MITF TRPM1 HTS	SR-BI uptake up	PfHsp90 yeast 2	SR-BI HDL uptake	CAL PDZ FP-1	Rtt109 HAT inh	CAL PDZ FP-2	PvdQ inh	NSD2 inh	dFosB act
COc1cc(/C=N/NC(=O)c2nnn(-c3nonc3N)c2C(C)C)ccc1OCc1ccc(F)cc1
    29	-46	-7	46	3	0	-1.2	5	-2	3
O=C(NC1CCCCC1)N1CCC(n2c(=O)[nH]c3ccccc32)CC1
    nt	7	-20	-7	-2	2	-0.6	-7	nt	-6
CN(C)C=Nc1c(Br)cc(Br)c2nonc12
    17	-3	3	3	-5	-9	-0.2	-10	13	-28
COc1ccc(CCN2CCCn3c2nc2c3c(=O)n(CC(C)C)c(=O)n2C)cc1OC
    -2	3	13	-3	-1	nt	-0.7	-11	20	-7
COc1cc(NC(=O)c2ccccc2)c(OC)cc1NC(=O)CN1CCN(c2ccccn2)CC1
    1	nt	-15	nt	24	-4	-2.0	-13	4	-10
Cc1ccc(-c2nnc(SCC(=O)N3c4ccccc4NC(=O)C3(C)C)n2N)cc1
    nt	6	nt	-6	2	nt	-0.8	-18	-2	-5
COc1cc(CN2CCCC(C)C2)ccc1OCc1ccccc1 (configuration not stated)
    13	4	-2	-4	nt	-5	-1.0	0	2	-4
Cc1ccc(OCC(=O)N/N=C/C=C/c2ccco2)c(Br)c1
    6	-16	-6	16	2	3	-2.4	3	0	-9
COC(=O)c1ccc(/C(O)=C(\C#N)c2nc3ccccc3s2)cc1
    28	8	5	-8	3	-1	0.7	5	1	-4
CCC(=O)c1ccc(OCC(O)Cn2c(C)nc3ccccc32)cc1 (configuration not stated)
    -1	-6	-12	6	-4	1	-2.4	-3	0	-15

The listing continues:
Values run as follows: MITF TRPM1 HTS	SR-BI uptake up	PfHsp90 yeast 2	SR-BI HDL uptake	CAL PDZ FP-1	Rtt109 HAT inh	CAL PDZ FP-2	PvdQ inh	NSD2 inh	dFosB act
CC(=O)NC(Cc1ccccc1)C(=O)N1CCN(C(=O)c2cccs2)CC1 (configuration not stated)
    -4	13	16	-13	6	-1	-0.9	6	nt	8
Cc1csc(NC(=O)c2cccc(S(=O)(=O)N3CCN(C)CC3)c2)n1
    -10	6	-8	-6	-6	12	-3.0	-10	14	-6
CN(Cc1c(F)cccc1Cl)S(=O)(=O)c1cccs1
    nt	nt	-3	nt	0	3	-1.2	-15	0	-11
Cc1ccc(S(=O)(=O)N2CCN(CCOc3c(Cl)cccc3Cl)CC2)cc1C
    -7	13	6	-13	5	-1	-1.1	-6	0	-3
O=C(Cc1cccs1)N1CCN(c2ccc(F)cc2)CC1
    13	-6	0	6	8	8	-0.6	-4	0	-6
N=C(N)SCCc1cccc(CCSC(=N)N)c1
    -6	9	-30	-9	-1	1	-0.7	-10	nt	-1
C/C(=C\C#N)n1nc(C)cc1N
    -2	8	2	-8	-1	6	0.1	11	7	-2
O=c1c2ccccc2ncn1-c1cccc(Br)c1
    2	-1	-11	1	1	-8	-1.1	-5	-3	-4
O=C(c1cc2cc(Cl)ccc2[nH]1)N1CCN(c2ccccc2F)CC1
    nt	19	-1	-19	9	4	0.4	-14	-1	0
Cc1c(C(=O)OC(C)C)sc2nc[nH]c(=O)c12
    20	5	3	-5	-2	nt	-2.3	-12	-2	-1

Next section.
Values run as follows: MITF TRPM1 HTS	SR-BI uptake up	PfHsp90 yeast 2	SR-BI HDL uptake	CAL PDZ FP-1	Rtt109 HAT inh	CAL PDZ FP-2	PvdQ inh	NSD2 inh	dFosB act
COc1ccc(-c2nnc(SC(C)C(=O)NNC(=O)c3ccc(C)cc3)o2)cc1 (configuration not stated)
    3	24	-25	-24	-2	2	-2.6	1	-1	-4
Cc1ccc(NC(=O)CC2COc3ccccc3O2)cc1 (configuration not stated)
    45	-12	12	12	0	9	-0.7	-5	-1	-5
NNC(=O)c1cn2ccccc2n1
    -3	15	-20	-15	1	6	-0.8	-9	0	-6
S=C(NCc1cccnc1)Nc1ccc2c(c1)OCO2
    3	18	2	-18	-3	-10	-2.3	-15	nt	1
CC(C)OC(=O)CN1C(=O)C(=O)c2ccccc21
    -5	37	nt	-37	nt	3	0.1	-3	43	3
Cc1c(Cl)cccc1NC(=S)C(=C([O-])c1ccc(Cl)s1)[n+]1ccccc1
    -15	-25	-6	25	3	-2	0.4	0	-24	-3
C[C@@H]1CN([C@H](C)CO)C(=O)Cc2cc(NC(=O)Nc3ccccc3)ccc2O[C@@H]1CN(C)C(=O)Nc1ccc2c(c1)OCO2
    4	3	-5	-3	-2	-2	-2.0	9	nt	-8
Cc1ccc(NC(=O)C(=O)C2C(=O)Nc3ccccc32)cc1 (configuration not stated)
    19	5	11	-5	-2	0	1.5	-9	1	-1
Cc1cnc(C(=O)OCC(=O)NC2CCCCCC2)cn1
    7	13	-2	-13	5	-15	-0.4	-5	3	3
COc1cc2ccccc2cc1C(=O)Nc1ccc(N2CCN(C(=O)C(C)C)CC2)cc1
    -16	-72	-1	?	-3	-19	-2.2	-19	25	-15

(further entries)
Values run as follows: MITF TRPM1 HTS	SR-BI uptake up	PfHsp90 yeast 2	SR-BI HDL uptake	CAL PDZ FP-1	Rtt109 HAT inh	CAL PDZ FP-2	PvdQ inh	NSD2 inh	dFosB act
CN(Cc1ccccc1)S(=O)(=O)c1ccc(Cl)c(C(=O)NCCCN2CCOCC2)c1
    -3	-6	19	6	-3	-13	-1.7	-8	-2	-19
O=C(O)COc1ccc2c(c1)O/C(=C\c1ccco1)C2=O
    8	-2	4	2	-2	12	-2.7	10	66*	-7
[O-][n+]1cccc2c(Br)cc(Br)c(O)c21
    -19	10	107*	-10	-1	nt	-1.1	-2	61*	-1
COCCNC(=O)C(C)OC(=O)c1cc2occc2n1C (configuration not stated)
    -11	19	-14	-19	0	nt	-2.3	7	0	-1
CC(=O)Nc1ccc(Sc2ncccc2C(=O)Nc2ccc(OC(F)(F)F)cc2)cn1
    6	-2	-2	2	-4	-4	-3.1	-19	1	51*
COC(=O)C1(C)NC(c2cccc(C)c2)C2C(=O)N(c3ccc(F)cc3)C(=O)C21 (configuration not stated)
    12	7	-13	-7	-4	4	0.6	-28	-1	-1
CCOc1cc(S(=O)(=O)NC2CCCC2)ccc1Cl
    -4	6	-32	-6	nt	0	0.0	-12	-3	-4
Cn1c(C23CC4CC(CC(C4)C2)C3)n[nH]c1=S
    0	35	10	-35	3	2	-0.2	6	-1	-4
CCOc1ccccc1NC(=O)c1ccc(F)c(S(=O)(=O)N2CCC3(CC2)OCCO3)c1
    0	-23	4	23	-6	5	-0.4	21	nt	-1
CCCOC(=O)C1C2C=CC(C3CC23)C1C(=O)OCC(=O)c1ccccc1 (configuration not stated)
    nt	-18	1	18	-3	-5	-1.3	5	-9	1

(listing goes on)
Values run as follows: MITF TRPM1 HTS	SR-BI uptake up	PfHsp90 yeast 2	SR-BI HDL uptake	CAL PDZ FP-1	Rtt109 HAT inh	CAL PDZ FP-2	PvdQ inh	NSD2 inh	dFosB act
CC(=O)N1CCC(N(CCCOC(C)C)C(=O)Nc2ccc(C)c(C)c2)CC1
    1	-15	-20	15	-8	0	-1.2	-3	-2	3
OC1(c2ccc(Cl)cc2)CCN(Cc2cn[nH]c2-c2ccccc2)CC1
    nt	12	2	-12	-2	-3	-0.5	-7	1	-2
CCCCCCC(=O)N(O)C1CC(=O)N(c2ccc(Br)cc2)C1=O (configuration not stated)
    nt	7	119*	-7	-2	-1	-0.2	3	nt	-13
O=C(CN1CCCC1)Nc1ccc(F)cc1
    -7	26	9	-26	-1	-2	0.6	-12	4	-6
Cc1sc2ncnc(SC(C)C#N)c2c1C (configuration not stated)
    14	19	nt	-19	-2	1	-1.6	-6	0	-7
CCOC(=O)c1cc(C(=O)Nc2cccc(C)c2)nn1C
    65	-35	-24	35	-2	10	nt	9	-1	-5
O=C(CCn1c(=S)oc2ccccc21)NCCC1=CCCCC1
    12	nt	-6	nt	-5	-6	-2.2	-11	1	-3
C/C(=N/NC(=O)c1ccccn1)c1ccncc1
    39	38	-8	-38	-3	2	1.9	-9	-1	-12
COc1cc(S(=O)(=O)N(Cc2cccnc2)Cc2ccco2)ccc1-n1cnnn1
    -13	7	nt	-7	-3	1	-1.6	2	8	-5
Cc1ccc(-c2nc(SCC(=O)N(C)C3CCS(=O)(=O)C3)[nH]c2-c2ccc(C)cc2)cc1 (configuration not stated)
    -3	-37	nt	37	1	-1	nt	-10	12	-22

Remaining list, next part:
Values run as follows: MITF TRPM1 HTS	SR-BI uptake up	PfHsp90 yeast 2	SR-BI HDL uptake	CAL PDZ FP-1	Rtt109 HAT inh	CAL PDZ FP-2	PvdQ inh	NSD2 inh	dFosB act
CCOC(=O)CNC(=O)OC1CCN2Cc3ccccc3N=C12 (configuration not stated)
    -1	14	9	-14	nt	0	-0.3	-17	0	-2
COc1ccc(NC(=O)c2sccc2SCC#N)cc1
    38	18	3	-18	-19	-8	-2.3	-1	6	6
Cc1nnc(SCC(=O)Nc2ccc(O)cc2)c2ccccc12
    3	1	20	-1	-4	nt	-3.4	10	-4	-5
O=C(Nc1ccc(Cl)cc1)C1CCN(C(=O)c2cccs2)CC1
    -7	nt	23	nt	-8	3	-2.5	7	2	-3
CCOc1ccc(CCNS(=O)(=O)c2cc3c(cc2C)NC(=O)CO3)cc1OCC
    nt	-7	16	7	nt	-2	-0.1	2	nt	-4
Cc1cc(C)n(CC(C)C(=O)O)n1 (configuration not stated)
    13	8	nt	-8	-3	4	-1.2	-6	-1	-7
COc1ccc(/C=C/C(=O)N2CCN(c3ccccn3)CC2)c2ccccc12
    -7	-18	-2	18	-1	3	-0.3	-10	nt	-3
O=C(Nc1cccc2ccccc12)c1ccc(Cn2cc(Cl)cn2)cc1
    5	-10	5	10	4	-2	-1.1	0	-3	-1
